Bioassay records from PubChem BioAssay.
TSHR antag: human thyrotropin receptor antagonism | TSHR-expressing cells, TSH-stimulated cAMP HTRF, 2 h; stronger effect = lower value | P16473 | activity change, negative = inhibition, % at 11.5 µM | AID 504810 | 0.2% of 330,000 active;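 active = activity change below a set negative limit, meaning inhibition stronger than a set level, cut at about -70% in these data; inconclusive = activity change between two set negative limits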; also: % is scaled to controls: 0 for no effect and ±100 for the full control effect
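TSHR-expressing cells were treated with compounds, then stimulated with TSH at EC80 (4nM final) for 2 hours at 37 deg C. Cellular cAMP was measured by HTRF competition between lysate cAMP and cAMP-d2 for a cryptate-labelled anti-cAMP antibody.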
KCNH2 3.1 inh: inhibitors of human KCNH2 3.1 potassium channel isoform; AID 720553; activity change, % (tested at about 1.8 µM); U2OS KCNH2 3.1, thallium flux FluxOr; stronger effect = lower value; 0.95% of 340,000 active;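 active = maximum activity change below -70%; inconclusive = maximum activity change from -70% to -50%; inactive = maximum activity change above -50%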;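 also: thallium influx rate constant from kinetic fluorescence after stimulation buffer; % is scaled to controls: 0 for no effect and ±100 for the full control effect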
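Normalized rate constant (relative to positive and negative DMSO controls) derived from a 2 min kinetic fluorescence read after stimulation; U2OS cells expressing the 3.1 isoform via virus at 1.77 x 10^8 /mL.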
TCR act: activates T cell receptor signaling; 330,000 tested, under 10 active; primary human leukocytes, anti-CD3, IL-2 HTRF, 48 h; Potency, µM (doses to about 9.22 µM), for the others: at the highest dose activation of IL-2 secretion, most hits filed as activators; also: % of control where 0% means no effect
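Primary human leukocytes were stimulated with a-CD3 beads plus compounds for 48 hr without co-stimulation; secreted IL-2 was quantified by HTRF using a-IL-2-K (europium cryptate) and a-IL-2-d2, excited at 320nm with acceptor emission read at 665nm.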
TRPV1 agonist: activates the human vanilloid receptor TRPV1 | TRPV1-expressing cells, Fluo-8 calcium influx, agonist mode | activation, % at 8.33 µM | 0.19% of 320,000 active; in the data active = activation above about 80%; inconclusive = between about 30% and that limit; also: 0% is about no effect
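TRPV1-expressing cells were cultured overnight at 35.5C and loaded with Fluo-8 calcium dye for 40 to 90 min at room temperature. After a 10 s baseline, compound was added and calcium influx was read kinetically for 3 min (ex 480/em 520 nm).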
Eya2 phos inh: inhibitors of human Eya2 phosphatase activity; O00167; recombinant Eya2, OMFP fluorescence dephosphorylation (OMFP is methylfluorescein phosphate); Potency, µM (doses to about 76.9 µM), for inactives: at the top dose activity, negative = inhibition, usual class: inhibitors; 0.006% of 330,000 active; AID 488837; also: potency is read from the fitted curve at half-maximal effect; % is scaled to controls: 0 for no effect and ±100 for the full control effect
Target sequence (O00167 whole entry, looked up): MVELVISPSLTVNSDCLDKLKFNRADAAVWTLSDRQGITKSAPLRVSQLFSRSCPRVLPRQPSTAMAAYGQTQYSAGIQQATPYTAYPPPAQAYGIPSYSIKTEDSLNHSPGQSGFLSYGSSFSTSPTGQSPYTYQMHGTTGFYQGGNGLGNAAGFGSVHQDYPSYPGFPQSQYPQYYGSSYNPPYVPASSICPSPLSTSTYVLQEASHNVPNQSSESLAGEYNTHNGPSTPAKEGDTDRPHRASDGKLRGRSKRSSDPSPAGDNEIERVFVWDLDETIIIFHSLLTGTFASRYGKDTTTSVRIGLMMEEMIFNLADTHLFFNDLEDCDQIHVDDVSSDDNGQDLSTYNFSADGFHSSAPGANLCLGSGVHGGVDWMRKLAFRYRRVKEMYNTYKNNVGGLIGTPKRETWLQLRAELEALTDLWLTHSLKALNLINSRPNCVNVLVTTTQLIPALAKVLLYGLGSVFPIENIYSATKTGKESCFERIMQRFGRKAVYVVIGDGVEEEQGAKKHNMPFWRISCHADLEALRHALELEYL
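Eya2 protein (added as 0.2 uM solution) was preincubated with compound for 10 min at ambient temperature in 50 mM HEPES pH 7.5, 50 mM NaCl, 5 uM MgCl2, 0.05% BSA, 1 mM DTT. OMFP (added at 50 uM) then reacted 10 min; fluorescence read at 485/525 nm.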
USP2a inh: USP2a (human) protease inhibition; 0.01% of 330,000 active; USP2 core, Ub-CHOP2 coupled fluorogenic reporter, 485/531; Potency, µM (top dose mostly 38.3 µM), inactives show at the highest dose activity change, negative = inhibition, usual class: inhibitors; O75604; AID 463254;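 also: potency is read from the fitted curve at half-maximal effect; plate controls were DMSO wells for no effect and full inhibition by NEM control for full effect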
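USP2 core (10nM final) preincubated 30min RT with compound in 20mM Tris-HCl pH 8.0, 2mM CaCl2, 2mM beta-mercaptoethanol, 0.05% CHAPS; 25nM Ub-CHOP2 plus 25nM reporter substrate added, fluorescence (Ex485/Em531) read after 60min.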
KCNH2 WT inh: KCNH2 (human, wildtype) channel inhibition; AID 720551; activity change, % at 1.84 µM; U2OS, BacMam KCNH2, thallium flux FluxOr; stronger effect = lower value; 0.37% of 340,000 active;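 active = maximum activity change below -70%; inconclusive = maximum activity change between -70% and -50%; inactive = maximum activity change above -50%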; also: % is scaled to controls: 0 for no effect and ±100 for the full control effect
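U2OS cells were transduced with wild-type KCNH2 virus (2.03 x 10^8 / mL) for 4 h at room temperature, then cultured overnight at 37 C. Thallium flux was read with FluxOr dye. Rate constants were normalized to DMSO controls.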
A-T KAP1 phos: potential ataxia-telangiectasia treatments restoring KAP-1 phosphorylation | Potency, µM (doses to about 57.5 µM), without a hit: at the top dose activation, most hits filed as activators | […] A-T fibroblasts, KAP-1 phosphorylation AlphaLISA; neocarzinostatin DNA damage 30 min before lysis | 0.19% of 320,000 active; also: potency is read from the fitted curve at half-maximal effect; % of control where 0% means no effect; nearly all actives have a fitted effect of over 45% in size
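hTERT-immortalized A-T patient fibroblasts ([…]), 500 cells/well in OPTI-MEM, 1% FBS, got compounds for 60 min, then NCS for 30 min at 37C. Lysates were then assayed for phospho-KAP-1 by AlphaLISA (anti-pKAP1 donor, anti-KAP1 acceptor beads), 6 hr at 25C.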
Mito fusion yeast: mitochondrial division inhibition or fusion activation | Potency, µM (titrated, usually from 46.1 µM), for the others: at the highest dose growth rescue (activation), hits mostly activators | 0.23% of 320,000 active | S. cerevisiae fusion-defective mutant growth rescue, CellTiterGlo 48 h;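 also: potency is read from the fitted curve at half-maximal effect; % of control where 0% means no effect; nearly all actives have a fitted effect of over 45% in size; temperature-sensitive fusion mutants such as fzo1-1 at 37 °C on non-fermentable ethanol glycerol medium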
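Temperature-sensitive fusion-defective S. cerevisiae (e.g. fzo1-1, mgm1-5) were grown with compound in YPEG medium (3% ethanol, 3% glycerol) for 48 hours at 37C. Growth rescue was measured as viability by CellTiterGlo luminescence after 10 minutes at ambient.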
ELG1 repair inh: inhibitors of ELG1-dependent DNA repair in HEK293T cells; HEK293T ELG1-luciferase reporter, luminescence, 16 h; DNA damage induced by 5-fluorouridine; AID 504467; 2.3% of 330,000 active; Potency, µM (series often up to 46.1 µM), for inactives: top-dose activity change, negative = inhibition, usual class: inhibitors; also: potency is read from the fitted curve at half-maximal effect; % is scaled to controls: 0 for no effect and ±100 for the full control effect; nearly all actives have a fitted effect of over 55% in size
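Reporter activity after DNA damage by 5-fluorouridine is monitored. Compound-treated cells incubate 16 hr at 37 °C, then ONE-Glo is added for 30 min before luminescence reading.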
Active calls of the source: *; ? = inconclusive; · = no result given; [ ] = another dose, or the depositor's remark. Unless noted, calls follow the shape of the dose curve; as a rule, active = well fitted curve in the direction sought with a large enough effect; inconclusive = small, poorly fitted or top-dose-only effect, or another doubt; inactive = no such curve, though single readings can be large; an effect the other way counts as inactive or inconclusive.

structure,TSHR antag,KCNH2 3.1 inh,TCR act,TRPV1 agonist,Eya2 phos inh,USP2a inh,KCNH2 WT inh,A-T KAP1 phos,Mito fusion yeast,ELG1 repair inh
O=C(CC(c1ccccc1)c1cc(Br)ccc1O)NCc1ccco1 (configuration not stated),3.9,2.1,3.1%,8.5,-34.0%,-5.9%,-9.9,5.9%,9.1%,-25.3%
Cc1ccc(NC(=S)NNC(=S)Nc2cccc(C(F)(F)F)c2)cc1,-1.1,-15.0,-1.5%,2.9,?,1.8%,-4.0,-9.1%,11.5%,-2.8%
Cc1ccc(NC(=O)Nc2ccc3c(c2)nnn3C)cc1C,6.9,7.9,-4.0%,4.3,5.3%,0.2%,14.4,0.4%,-1.7%,?
O=C(NC1CCCCC1)C1CCN(S(=O)(=O)c2cccc3nonc23)CC1,6.9,6.9,-0.8%,-0.8,-21.1%,-1.2%,5.1,-0.9%,2.6%,0.8%
CCC/C(=N\NC(=O)CNC(=O)/C=C/c1ccco1)c1ccccc1,-38.6,3.2,1.4%[46.1 µM],-2.0,10.0%,1.2%,19.3,1.0%,-0.3%,10.6%
Cc1cccc(NC(=O)CSCC(=O)N(C)CCOc2ccc(Cl)cc2)c1,-2.2,-8.2,-4.4%,1.0,-12.9%,-4.8%,-1.4,17.7%,-2.6%,-0.5%
Cc1ccc(NC(=S)Nc2ccc(S(=O)(=O)Nc3ncccn3)cc2)c(C)c1,10.5,6.0,1.5%,·,-12.6%,-0.2%,6.1,-0.7%,-4.2%,-1.3%
O=C(CSc1nnnn1-c1ccccc1)c1ccc(O)cc1O,-5.2,2.2,-2.3%,-1.9,-1.0%,0.0%,15.6,-1.4%,5.9%,?
N#Cc1ccc(C(=O)NC23CC4CC(CC(C4)C2)C3)cc1,-2.6,2.6,1.3%,?,1.6%,1.4%,-2.0,-14.0%,3.4%,-8.7%
O=C(CCCO)NNc1c2ccccc2nc2ccccc12,-27.2,9.6,0.5%,0.8,-3.7%,11.0%,3.8,-6.3%,0.4%,-3.4%
COc1ccc(/C=C/C(=O)Nc2cc(C(F)(F)F)ccc2Cl)cc1OC,-6.7,3.6,0.2%[46.1 µM],-1.5,-4.5%,0.5%,-1.0,3.9%,22.0%,-25.5%
Fc1ccc(NC(=S)NCCN2CCOCC2)cc1,-21.6,7.9,-1.7%,-3.1,-4.6%,4.5%,2.9,10.4%,9.5%,3.3%
O=C(O)/C=C/C(=O)NNc1ccc([N+](=O)[O-])cc1,-6.4,-2.1,-2.6%,-4.6,3.2%,1.7%,2.2,-1.3%,-12.0%,11.1%
O=C1CCCN1c1ccc(S(=O)(=O)N2CCCCC2)cc1[N+](=O)[O-],6.4,2.0,-2.0%,-0.9,0.5%,3.9%,3.6,-1.0%[11.5 µM],5.4%,-4.2%
CCOc1ccccc1OCC(=O)OCC(=O)NNC(=O)c1ccc([N+](=O)[O-])cc1,-8.7,6.8,-7.3%,1.2,-23.4%,0.4%,-31.4,-1.2%,3.3%,-1.2%
COc1ccc(CN(CCC(c2ccco2)C(C)C)C(C)=O)cc1OC (configuration not stated),-1.4,28.7,1.4%,13.0,-14.7%,2.5%,0.4,-0.3%,6.0%,?
O=C(Cc1n[nH]c(=O)c2ccccc12)NC(c1ccccc1)c1ccccc1,31.5,14.5,2.0%,18.4,4.2%,-0.5%,-3.8,0.0%,-3.9%,?
COc1ccc(NC(=O)CN(C)CC(=O)Nc2ccccc2SC)cc1,0.9,-3.1,1.7%[46.1 µM],0.4,7.3%,2.1%,-5.7,0.8%,0.0%,9.3%
CCN1C(=O)/C(=C/c2ccc(C)s2)SC1=Nc1ccc(OC)cc1,12.3,-2.5,2.2%,16.4,4.5%,-1.6%,-1.9,2.9%,5.1%,-18.0%
O=C(/C=C/c1cc2c(cc1Br)OCO2)NCc1ccc(Cl)cc1,14.0,-5.4,2.0%,3.9,-3.7%,1.5%,-4.2,6.0%,-3.2%,?
C/C=C\C=C/C(=O)Nc1cccc(C2=NOC3(C2)C[C@@H](C(N)=O)N(C(=O)C2(C)CC2)C3)c1 (some centres not stated),-5.9,8.8,-2.6%,-0.3,10.0%,-2.3%,-18.1,-6.5%,19.1%,?
CN(C)CCNC(=O)c1c(NC(=O)c2ccccc2)sc2c1CCCC2,-9.7,10.8,-3.0%,0.8,4.7%,0.0%,3.0,4.1%,-4.1%,-1.7%
O=C(CN1C(=O)/C(=C/c2ccc(C(F)(F)F)cc2)Sc2ccccc21)NCCCN1CCOCC1,-7.2,-1.5,-11.9%,3.6,-6.8%,-0.5%,1.0,-6.8%,-40.9%[inhibitor],?
COC(CNC(=O)c1cccnc1)OC,2.2,14.2,-3.8%,-0.7,-1.9%,1.3%,3.6,3.5%,1.4%,-1.3%
CCN1CCN(c2nc3c(c(=O)[nH]c(=O)n3C)n2CCCSc2ncccn2)CC1,8.9,-1.8,-8.8%,4.2,4.8%,-1.3%,-14.2,1.7%,0.5%,7.6%
Cc1ccc(N2C(=O)c3ccc(C(=O)N4CCN(Cc5ccccc5)CC4)cc3C2=O)cc1,-3.5,-201.9*,-2.3%,0.7,2.6%,0.9%,-145.3*,0.0%,0.1%,-2.3%
C/C(=C\c1ccccc1)C(=O)N1CCN(Cc2ccc3c(c2)OCO3)CC1,0.1,-6.0,-2.3%,7.8,-12.9%,0.0%,-5.1,15.5%,4.2%,7.3µM*
O=C(Nc1ccc(S(=O)(=O)NCc2ccccc2)cc1)c1ccccc1[N+](=O)[O-],18.6,7.2,8.4%[46.1 µM],0.1,-5.1%,0.0%,-8.8,3.2%,-7.1%,-15.5%
CCOc1cc(NC(=S)NCCCOC)c(OCC)cc1NC(=O)c1cccs1,7.7,-3.3,-0.5%[46.1 µM],17.6,5.6%,2.4%,0.3,-3.4%,-5.3%,-9.0%
COc1ccccc1N(C)S(=O)(=O)c1ccc(C(=O)Nc2ncc(C)s2)cc1,6.1,13.9,4.1%,19.5,4.6%,-0.8%,1.7,-1.3%,18.2%,?
Cn1c(SCC(=O)NC2CCCCCC2)nnc1-c1ccco1,-21.5,-14.0,-1.2%,4.3,1.0%,0.4%,7.4,5.6%,0.7%,0.0%
COc1ccc(-n2c(SCC(=O)Nc3nccs3)nc3c(c2=O)SC(C)C3)cc1 (configuration not stated),-2.6,-12.8,1.9%[46.1 µM],-3.4,4.2%,4.5%,-0.3,12.1%,0.3%,?
COc1nc(OC/C(N)=N/O)nc(N2CCOCC2)n1,3.9,6.5,1.1%,-6.1,?,3.6%,-7.2,4.4%,-6.0%,26.3%
CC(C)[C@@H](C(=O)N1CCNCC1)n1cc(CCO)nn1,7.3,-36.3,-1.6%,-2.5,4.2%,9.6%,-3.4,-0.1%,-4.2%,?
COC(CNS(=O)(=O)c1ccc(S(=O)(=O)NC2CC2)cc1)OC,-2.4,7.9,-0.2%,0.6,3.2%,0.9%,5.5,2.7%,2.0%,-3.0%
COc1ccc(C(c2sc3nc(C)nn3c2O)N2CCN(Cc3ccccc3)CC2)cc1OC (configuration not stated),-0.5,0.3,1.5%,-2.4,-1.4%,-3.7%,-4.5,-6.9%,-1.6%,-4.7%
CSc1ccccc1OCc1cc(C(=O)NCCc2ccco2)no1,-17.3,-27.8,1.7%,13.9,-12.5%,2.3%,21.9,8.6%,-0.8%,?
O=S(=O)(Nc1nc2ccccc2[nH]1)c1ccc(Cl)cc1,-8.7,27.6,1.7%,-2.7,2.0%,-0.6%,-0.1,0.8%,-7.3%,0.4%
COc1cc([N+](=O)[O-])ccc1NC(=O)NCC1CCN(Cc2ccc(Cl)cc2)CC1,-0.3,-102.1*,0.3%,?,0.9%,-3.6%,-107.0*,-26.7%,-17.5%,23.1µM*
CSc1ccccc1NC(=O)CN(C)C(=O)COc1cccc2cccnc12,5.3,0.0,-3.4%,·,0.0%,-27.2%,3.3,-7.7%,·,-1.0%
CCC(C)NC(=O)c1ccc(CNS(=O)(=O)c2ccc3c(c2)C(C)(C)C(=O)N3C)cc1 (configuration not stated),-2.2,15.1,4.9%,2.8,-2.9%,0.2%,-6.4,11.7%,1.6%,16.7%
Cc1ccc(S(=O)(=O)c2nc(-c3ccccc3F)oc2N2CC(C)OC(C)C2)cc1 (configuration not stated),26.4,·,-0.6%,22.2,-5.7%,0.3%,6.4,-2.2%,-3.3%,1.9%

These rows are one share of the data (hit frequency here may not be typical).
